Bioassay records (PubChem BioAssay)
STK33 inh: human STK33 kinase inhibition. purified STK33, MBP phosphorylation, ADP-Glo luminescence. actives 0.073% (n = 320,000). inhibition, % at 10 µM;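 active = inhibition at or above 25%, using the most active replicate where run in duplicate; inactive = inhibition below 25%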
CHT allo act: allosterically activates the human high affinity choline transporter; AID 488977; Q9GZV3; CHT-expressing cells, membrane potential dye, choline EC20; hits give high values; LV-AA mutant CHT in HEK293 cells; actives 0.49% (n = 310,000); B-score at 10 µM;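 active = initial fluorescence not abnormally high and integrated response B-score, plate-corrected, over 3 SD above library mean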
Target sequence (Q9GZV3 whole entry, looked up): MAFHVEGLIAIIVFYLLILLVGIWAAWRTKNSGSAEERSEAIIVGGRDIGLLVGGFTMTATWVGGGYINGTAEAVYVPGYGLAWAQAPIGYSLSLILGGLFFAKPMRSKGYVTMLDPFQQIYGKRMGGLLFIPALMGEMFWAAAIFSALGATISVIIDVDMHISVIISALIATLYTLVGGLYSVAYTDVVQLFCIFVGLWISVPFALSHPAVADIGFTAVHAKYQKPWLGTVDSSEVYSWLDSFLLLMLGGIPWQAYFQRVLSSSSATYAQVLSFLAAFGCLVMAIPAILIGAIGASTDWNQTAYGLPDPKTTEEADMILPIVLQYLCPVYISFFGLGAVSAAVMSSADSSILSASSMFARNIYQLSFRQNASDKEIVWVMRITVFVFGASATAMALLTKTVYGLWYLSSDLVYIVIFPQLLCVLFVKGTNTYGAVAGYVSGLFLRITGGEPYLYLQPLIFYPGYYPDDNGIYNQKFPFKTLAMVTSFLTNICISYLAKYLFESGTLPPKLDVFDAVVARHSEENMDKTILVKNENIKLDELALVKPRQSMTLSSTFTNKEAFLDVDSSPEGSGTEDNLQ
CHT inh: human CHT choline transport inhibition; Q9GZV3; CHT-expressing cells, membrane potential dye, choline response; hits give low values; B-score at 10 µM; actives 0.86% (n = 310,000);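 active = B-score over 3 SD under the library average, and starting fluorescence ratio not unusually high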;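 note: choline stimulus applied at its EC90 after an EC20 pre-addition; B-score computed on integrated fluorescence ratio after choline addition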
An asterisk follows results filed as active; i = inactive; . = no result given.

structure	STK33 inh	CHT allo act	CHT inh
C=C(c1ccc(OCCO)cc1)c1ccc(OCCO)cc1	-0.7	i	i
Cc1cccc(NC(=O)N(Cc2nc3ccccc3c(=O)[nH]2)C2CCCC2)c1	-1.0	i	i
COCc1cc(C)nc(SCC(=O)Nc2cc(C(F)(F)F)ccc2N2CCOCC2)c1C#N	-2.1	i	i
COc1ccccc1C(=O)NNC(=O)C(=O)NC1CCCCC1	-0.8	i	i
CC(NC(=O)CN(C)Cc1nc2ccccc2c(=O)[nH]1)c1ccccc1 (stereo not given)	0.3	i	i
COC(=O)Cc1ccc(NC(=S)N2CCCC(CO)C2)cc1 (stereo not given)	.	i	i
Fc1cccc(Cc2noc(CN3CCOCC3)n2)c1	-1.2	i	i
CSc1nc(C)cc(SCC(=O)N/N=C/c2ccccc2)n1	-1.0	i	i

Later entries:
structure	STK33 inh	CHT allo act	CHT inh
C=CCNc1nc(-c2ccc(Cl)cc2)cs1	-1.0	i	i
N#Cc1c(C(F)(F)F)cc(-c2cccs2)nc1N1CCCCC1	-2.9	i	i
Cc1ccc(CNC(=O)CCCCn2c(=O)[nH]c3ccsc3c2=O)cc1	-1.5	i	i
Nc1nc2ccc(S(=O)(=O)N3CCCCC3)cc2s1	-1.7	i	i
Cc1ccc(/C(N)=N/OC(=O)Oc2ccccc2)cc1	0.6	i	i
CCCCSc1nc(CCC)cc(=O)[nH]1	1.2	i	i
CC1CCN(c2ccc([N+](=O)[O-])cc2C(=O)NCC2CCCO2)CC1 (stereo not given)	-0.6	i	i
COc1cccc(C2C(C(=O)OC(C)C)=C(C)N=c3s/c(=C\c4ccc(C(=O)O)cc4)c(=O)n32)c1 (stereo not given)	5.3	i	i

Following part:
structure	STK33 inh	CHT allo act	CHT inh
Cc1nc2ncnn2c(C)c1CCC(=O)N1CCc2ccccc21	0.2	i	i
COCCCNC(=O)Cc1coc2ccc3ccccc3c12	-1.0	i	i
CC(C)(CNC(=O)Cc1ccc(Br)cc1)N1CCOCC1	-0.8	i	i
Cc1ccc(S(=O)(=O)CC(O)COc2ccc(F)cc2Cl)cc1 (stereo not given)	0.6	i	-6.65*
COC(=O)CSCc1nc2ccccc2[nH]c1=O	0.5	i	i
NC(=O)c1c(NC(=O)c2cccnc2)sc2c1CCCCC2	-9.9	i	i
CN(CC(=O)Nc1ccc(Cl)cc1)S(=O)(=O)c1ccc2c(c1)n(C)c(=O)c(=O)n2C	0.3	i	i
c1ccc(CCc2nc(-c3cccnc3)no2)cc1	-0.8	i	i

(list continues)
structure	STK33 inh	CHT allo act	CHT inh
COc1ccc(C(=O)c2sc3nc(-c4ccc(OC)cc4)ccc3c2N)cc1	0.3	i	i
Cc1cccc2sc(N(CCCN(C)C)C(=O)CN3C(=O)c4ccccc4C3=O)nc12	-0.2	i	i
O=C(O)c1nccnc1C(=O)Nc1ccc(Oc2c(Cl)cccc2Cl)nc1	-2.4	i	i
COc1ccccc1NC(=O)Cn1nnc(-c2ccccc2NC(=O)c2cnccn2)n1	-2.6	i	i
Cc1ccc(S(=O)(=O)N/N=C\c2ccc(C)o2)cc1	0.4	i	i
O=C(O)c1cc(S(=O)(=O)Nc2cccc(Oc3ccccc3)c2)ccc1Br	-0.2	i	i
CC(C)Cn1cnc2c1c(=O)n(CC(O)c1ccccc1)c(=O)n2CC(C)C (stereo not given)	-0.5	i	i
COc1ccc(/C=N/NC(=S)Nc2cc(C(F)(F)F)ccc2Cl)cc1	0.4	i	i

(continued)
structure	STK33 inh	CHT allo act	CHT inh
O=c1c2ccccc2nc(COc2ccccc2)n1/N=C/c1ccc(O)cc1O	1.7	i	i
COc1cccc(/C(O)=C/c2nc3ccc(C(=O)NCCc4cccc(C)c4)cc3[nH]c2=O)c1	-0.6	i	i
CCCN1C(=O)C(NS(=O)(=O)c2ccc(N)cc2)(C(F)(F)F)C(C(=O)OC)=C1C (stereo not given)	-1.5	i	i
CSC1=C(C#N)C(c2ccc3c(c2)OCO3)C2=C(CCCC2=O)N1 (stereo not given)	0.0	i	i
O=C(CSCc1cc(=O)n2nc(C3CC3)sc2n1)Nc1ccc(F)cc1	-1.4	i	i
Cc1cc(C)n(CC(=O)N2CCCC(N3CCN(c4ccc(F)cc4)CC3)C2)n1 (stereo not given)	0.0	i	i
COc1cccc(C(=O)NCCSc2ccc(C)cc2)c1	4.1	i	i
CC(C)(C)NCc1ccc(OCc2cccs2)cc1	-0.7	i	i

Other compounds
structure	STK33 inh	CHT allo act	CHT inh
Cc1cc(C)n(CCN(C)c2nc3nonc3nc2N2CCCCC2)n1	-2.3	i	i
Cc1ccc(S(=O)(=O)NCc2ccccc2)cc1C(=O)NC1CCCCC1	-2.0	i	i
Cc1c(C(=O)N2CCOCC2)c(S(=O)(=O)Nc2ccccc2F)c(C)n1C	-0.1	i	i
O=C(Nc1cc2c(cc1Br)OCCO2)c1cccnc1	-0.8	i	i
CC(=O)Nc1ccc(NC(=O)C(C)OC(=O)c2cccc(S(=O)(=O)N3CCCCC3)c2)cc1 (stereo not given)	-1.8	i	i
O=C(O)c1ccccc1C(=O)Nc1ccc(Nc2ccc([N+](=O)[O-])cc2[N+](=O)[O-])cc1	-0.7	i	i
COC(=O)c1ccccc1-c1ccc(/C=N/Nc2nc(N3CCCC3)nc(N3CCCC3)n2)o1	0.3	i	i
O=C1NC(c2cccc(Cl)c2)Nc2ccccc21 (stereo not given)	-0.4	i	i

Carrying on:
structure	STK33 inh	CHT allo act	CHT inh
Cc1sc(NC(=O)CSc2nc(N)cc(N)n2)c(C#N)c1C	-1.1	i	i
CCOCCCNC(=O)c1cn(CC)c2ccc(S(=O)(=O)N3CCC(C)CC3)cc2c1=O	-1.3	i	i
CN1CCc2c(sc(/N=C/c3ccco3)c2C(N)=O)C1	.	i	i
CCCOc1ccc(C(=O)NCC(c2cccs2)N(C)C)cc1 (stereo not given)	-0.6	i	i
COc1cccc2cc(C(=O)N3CCN(c4ccccc4F)CC3)c(=O)oc12	-1.0	i	i
Cn1c(Cc2cccs2)nnc1SCC(=O)N1CCc2ccccc21	-0.4	i	i
CCOc1ccc(C(C)NC(=O)CCC(=O)O)cc1 (stereo not given)	-2.8	i	i
Cc1nn(Cc2cccc3ccccc23)c(C)c1NC(=O)c1cccnc1	-0.5	i	i

Next entries.
structure	STK33 inh	CHT allo act	CHT inh
COC(=O)c1cc(Br)cn1S(=O)(=O)c1ccccc1	-1.6	i	i
CC(C)CCOc1ccc(C(=O)NCC(c2cccs2)N2CCOCC2)cc1 (stereo not given)	-0.1	i	i
O=[N+]([O-])c1ccc(Cl)c(/C=N/N2CCN(Cc3ccc(Cl)cc3)CC2)c1	-2.4	i	i
CCOc1ccccc1NC(=O)C1CCN(S(C)(=O)=O)CC1	0.6	i	i
CC(C(=O)NCCS(=O)(=O)c1ccc(Cl)cc1)S(=O)(=O)c1ccc(Cl)cc1 (stereo not given)	0.0	i	i
O=C(C[n+]1ccsc1)c1ccccc1	0.1	i	i
CCCCn1c(N)c(N(Cc2ccccc2OC)C(=O)c2ccc([N+](=O)[O-])s2)c(=O)[nH]c1=O	-2.4	i	i
O=C(Nc1cccc(Cl)c1)c1cncn1-c1ccc(F)cc1	4.0	i	i

Profiles as entered above.
CCOc1ccc(C(C)NC(=O)CCC(=O)O)cc1 (stereo not given) across the screens: STK33 inh = -2.8; CHT allo act = i; CHT inh = i
CCOCCCNC(=O)c1cn(CC)c2ccc(S(=O)(=O)N3CCC(C)CC3)cc2c1=O across the screens: STK33 inh = -1.3; CHT allo act = i; CHT inh = i
CC(C)(CNC(=O)Cc1ccc(Br)cc1)N1CCOCC1 across the screens: STK33 inh = -0.8; CHT allo act = i; CHT inh = i

(further entries)
structure	STK33 inh	CHT allo act	CHT inh
C#CCN1C(=O)S/C(=C/C=C/c2ccc(N(C)C)cc2)C1=O	1.1	i	i
COC(=O)c1cc2c(C)cc3ccc(C)cn3c-2c1C(=O)OC	2.4	i	i
CCC1CCc2sc(C(=O)N3CCN(c4ccccn4)CC3)cc2C1 (stereo not given)	-0.8	i	i
CC(C)(C)c1ccc(-c2nnc(SCCC#N)n2C2CCCC2)cc1	-0.4	i	i
O=C(c1cccc(S(=O)(=O)N2CCOCC2)c1)N1CCOCC1	0.0	i	i
CCC(C)[C@H]1CN=C(N)N1CC1CCCCC1 (stereo not given in full)	0.2	i	i
COCCSc1ccccc1C(=O)Nc1cc([N+](=O)[O-])ccc1OC	0.1	i	i
CC(=O)NCCNC(=O)c1cc(-c2cccc3ccccc23)nc2ccccc12	-1.1	i	i

(further entries)
structure	STK33 inh	CHT allo act	CHT inh
COc1cccc(NC(=O)CCN2C(=O)c3ccc([N+](=O)[O-])cc3C2=O)c1	-0.9	i	i
CCOc1ccc(Oc2ccc(NC(=O)[C@@H](NC(N)=O)[C@@H](C)CC)cc2)cc1	-0.5	i	i
O=C(COC(=O)c1cccc([N+](=O)[O-])c1)c1ccc(OCc2ccccc2)cc1	-1.5	i	i
COc1ccc(-c2ccc(NCCN3CCOCC3)nn2)cc1OC	-0.6	i	i
COc1ccc(N2C(=O)C3CCCN3C2c2cc(OC)c(OC)c(OC)c2)cc1 (stereo not given)	1.0	i	i
COc1ccc2c(c1)c(CCNNC(=O)C(C)(C)C)c(C)n2C(=O)c1ccc(Cl)cc1	-0.5	i	i
Cc1ccnc(NC(=O)c2ccc3[nH]c(=O)c(=O)[nH]c3c2)c1	0.6	i	i
Cc1ccc(Oc2ccc(/C=N/O)cn2)cc1	0.1	i	i

(further entries)
structure	STK33 inh	CHT allo act	CHT inh
O=C(Nc1ccc(S(=O)(=O)NCC2CCCO2)cc1)c1cnccn1 (stereo not given)	0.1	i	i
Cn1c(=O)n(CCOc2ccc(Cl)cc2Cl)c2ccccc21	-1.0	i	i
O=C(Cc1cccs1)NCc1ccc(Cl)cc1	-2.8	i	i
Cc1noc(C)c1CSCC(=O)Nc1cc(S(C)(=O)=O)ccc1Cl	-1.9	i	i
CNC(=O)Cn1nc(-c2ccc(C)cc2)c2ccccc2c1=O	-1.4	i	i
OCCNc1nc(NCCC2=CCCCC2)nc(N2CCOCC2)n1	-0.8	i	i
O=C(O)c1ccccc1Nc1ccccc1C(=O)O	.	i	i
O=C(O)c1ccc(-n2nnc3ccccc32)c([N+](=O)[O-])c1	-0.6	i	i

Following part
structure	STK33 inh	CHT allo act	CHT inh
CC1=C(C(=O)OCC2CCCO2)C(c2ccncc2)C2=C(CC(C)(C)CC2=O)N1 (stereo not given)	0.1	i	i
O=[N+]([O-])c1cc(S(=O)(=O)Nc2ccccc2)ccc1N1CCN(c2ccccc2)CC1	-2.2	i	i
O=C(CN1C(=O)CC(c2ccccc2)S(=O)(=O)c2ccccc21)N1CCCCC1 (stereo not given)	2.0	i	i
Cc1ccc(Oc2ccc(S(=O)(=O)NCC(C)(C)N3CCOCC3)cc2)cc1	0.0	i	-6.4*
CC(NC(=O)C(NC(=O)C(Cc1c[nH]c2ccccc12)NC(=O)OC(C)(C)C)C(C)C)C(N)=O (stereo not given)	-1.2	i	i
COc1ccc(NC(=O)COc2ccccc2)cc1Cl	0.4	i	i
COc1ccccc1C(=O)NCC(=O)N=Nc1c(O)n(C(C)C)c2ccccc12	0.0	i	i
COc1cccc(CNC(=O)c2cccc(Br)c2)c1	-4.4	i	i

New compounds follow.
structure	STK33 inh	CHT allo act	CHT inh
O=C(Nc1nccs1)c1ccc(S(=O)(=O)N2CCOCC2)cc1	-1.4	i	i
COc1ccc(C)cc1NC(=O)Nc1ccc(Br)cn1	0.7	i	i
Cc1ccc(S(=O)(=O)c2ccc(Oc3ccccc3)cc2)cc1	-1.9	i	i
N#Cc1nc(COc2ccccc2)oc1N1CCCCC1	1.7	i	i
Fc1ccccc1-c1csc(-c2cccnc2)n1	-0.8	i	i
O=C(CN1CC[n+]2c(-c3cccs3)csc21)c1ccc(-c2ccccc2)cc1	1.3	i	i
O=C(N=Nc1c(O)[nH]c2ccccc12)c1cc(-c2ccc(F)cc2)n[nH]1	-0.3	i	i
CC(C)c1csc(CN2CCC(N3CCC(C(=O)N4CCOCC4)CC3)CC2)n1	-2.1	i	i

The list goes on:
structure	STK33 inh	CHT allo act	CHT inh
COc1ccc(CN(C(=O)Cn2nnc3ccccc32)C(C(=O)NC(C)(C)C)c2ccco2)cc1 (stereo not given)	-0.3	i	i
CCN(CC)CCNC(=O)c1cn(C)c2ccc(S(=O)(=O)N(C)C3CCCCC3)cc2c1=O	0.6	i	i
O=S(=O)(c1cccs1)N1CN(C2CCCCC2)c2nc3ccccc3nc21	-0.5	i	i
O=C1N/C(=N\N=C\c2ccco2)SC1Cc1ccccc1[N+](=O)[O-] (stereo not given)	-0.5	i	i
Cc1ccc(C)c(CN2CCC(CNC(=O)Nc3ccc(C)c(C)c3)CC2)c1	0.8	i	i
[N-]=[N+]=NC[C@H](c1ccccc1)N1CCN(Cc2ccccc2)CCC1=O	-1.3	i	i
CCC(C)(NC=O)C(=O)Nc1c(C)cccc1C (stereo not given)	-1.1	i	i
C=CCc1cccc2cc(C(=O)NC3=C(C#N)CCC3)c(=O)oc12	0.0	i	i
Cc1cccc(NS(=O)(=O)c2cccc(C(=O)NCC(C)(C)N3CCOCC3)c2)c1	2.8	i	i
O=c1c2ccccc2c(C=NCCCN2CCOCC2)c(O)n1Cc1ccccc1	-1.3	i	i
